# M4 antag: blocks acetylcholine activation of human M4 receptor | CHO-hM4 cells, ACh EC80, Fluo-8 calcium fluorescence | actives 0.73% (n = 360,000) | inhibition, % at 3 µM | P08173;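 active means inhibition above its plate's cutoff, the mean inhibition of sample wells plus 3 SD, cut at about 27% in these data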;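 further: 0% = acetylcholine EC80 with DMSO and 100% = DMSO without agonist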
# M5 PAM: positive allosteric modulators of human muscarinic M5 receptor | P08912 | CHO-K1 hM5, Fluo-8 calcium, ACh EC20 PAM; 0% = ACh EC20, 100% = ACh EC100 | activation, % at 3 µM | actives 0.3% (n = 360,000) | AID 624038;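 active means activation above the run cutoff, the mean activation of all test compounds plus 3 SD, cut at about 18% in these data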
#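 Assay system: CHO-K1 hM5 cells / Incubation: Fluo-8 loading 80 min at 37 °C plus 30 min room temperature / Technique: Fluo-8 calcium dye fluorescence, kinetic read / Repeats: single replicate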
# CHRM4 agonist: agonists of human muscarinic M4 receptor (CHRM4); P08173; CHO-K1 hM4/Gqi5, Fluo-8 calcium fluorescence; vehicle 0%, full acetylcholine response 100%; activation, % at 3 µM; actives 0.14% (n = 360,000); AID 624127;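 active means activation above the run mean over all test wells plus 3 SD, cut at about 32% in these data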;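 further: peak over basal fluorescence ratio per well then scaled between controls; 0% = DMSO wells and 100% = acetylcholine at EC100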
# CHRM1 PAM: potentiates human M1 receptor response to acetylcholine | CHO-K1 hM1, Fluo-8 calcium fluorescence, ACh EC20; 0% = ACh EC20, 100% = maximal ACh | P11229 | actives 0.088% (n = 360,000) | activation, % at 3 µM | AID 588819; in the data active means activation above about 19%, passing the limit was not always enough
# Target sequence (P11229 whole entry, looked up): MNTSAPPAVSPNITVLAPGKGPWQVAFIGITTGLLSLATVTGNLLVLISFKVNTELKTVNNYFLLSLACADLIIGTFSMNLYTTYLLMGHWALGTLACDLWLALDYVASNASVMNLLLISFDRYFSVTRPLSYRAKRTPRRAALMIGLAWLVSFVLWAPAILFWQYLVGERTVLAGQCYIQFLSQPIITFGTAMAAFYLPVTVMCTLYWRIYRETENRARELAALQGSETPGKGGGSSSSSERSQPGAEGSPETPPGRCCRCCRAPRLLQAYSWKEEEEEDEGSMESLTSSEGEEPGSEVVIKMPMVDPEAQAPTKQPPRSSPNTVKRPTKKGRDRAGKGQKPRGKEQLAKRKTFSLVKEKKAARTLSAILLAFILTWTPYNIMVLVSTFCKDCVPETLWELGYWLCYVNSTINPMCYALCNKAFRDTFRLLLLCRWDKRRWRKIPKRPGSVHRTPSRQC
# M5 antag: antagonists of human muscarinic M5 receptor (CHRM5); CHO-hM5 cells, Fluo-8 calcium fluorescence, ACh EC80; P08912; inhibition, % at 3 µM; AID 624040; actives 0.59% (n = 360,000);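 active means inhibition above a per-plate cutoff, the mean of that plate's test compounds plus 3 SD, cut at about 27% in these data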;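 further: 0% = acetylcholine EC80 with DMSO and 100% = DMSO without agonist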
# CHRM5 agonist: agonists of human muscarinic M5 receptor (CHRM5). P08912. CHO-K1 hM5 cells, Fluo-8 calcium fluorescence; 0% DMSO wells, 100% maximal acetylcholine response. activation, % at 3 µM. actives 0.19% (n = 360,000). AID 624037;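 active means activation above the run's mean over test compounds plus 3 SD, cut at about 23% in these data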;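 further: signal is peak over basal fluorescence ratio across the kinetic read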
# M1 antag: blocks human M1 muscarinic receptor; CHO-K1 hM1, Fluo-8 calcium fluorescence, ACh EC80 antagonist; inhibition, % at 3 µM; actives 1.3% (n = 360,000); AID 588852;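 active means percent inhibition above its own plate's cutoff, namely the mean of that plate's compound wells plus 3 SD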;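 further: peak over basal fluorescence ratio during 140 s after agonist addition; 0% = ACh EC80 plus DMSO and 100% = DMSO alone without agonist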
# M1 ag: activates human CHRM1 receptor | P11229 | CHO-K1 hM1, Fluo-8 calcium fluorescence, agonist mode; 0% DMSO, 100% acetylcholine EC100 | activation, % at 3 µM | actives 0.33% (n = 360,000);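 active means activation above the run's mean compound activation plus 3 SD, cut at about 16% in these data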;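 further: peak over basal fluorescence ratio within a 140 s kinetic read after compound addition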
# TAAR1 agonist: human TAAR1 agonism | AID 624467 | actives 0.99% (n = 360,000) | activation, % at 3 µM | CHO RD-HGA16 TAAR1, Fluo-8 calcium fluorescence; vehicle wells 0%, saturating PEA agonist 100%;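 active means activation above the mean activation of all test compounds in the run plus 3 SD, cut at about 38% in these data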
# Target sequence (Q96RJ0 whole entry, looked up): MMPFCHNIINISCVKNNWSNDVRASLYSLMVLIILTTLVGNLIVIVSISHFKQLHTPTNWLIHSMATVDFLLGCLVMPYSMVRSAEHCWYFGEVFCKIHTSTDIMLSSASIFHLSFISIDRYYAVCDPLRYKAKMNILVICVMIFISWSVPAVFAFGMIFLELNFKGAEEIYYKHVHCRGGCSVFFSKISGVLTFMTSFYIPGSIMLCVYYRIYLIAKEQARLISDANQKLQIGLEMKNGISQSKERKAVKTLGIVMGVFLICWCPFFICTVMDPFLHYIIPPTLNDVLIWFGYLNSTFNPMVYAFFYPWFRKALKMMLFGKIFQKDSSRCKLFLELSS
#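 System: CHO RD-HGA16 cells carrying human TAAR1 plus Gα16; Incubation: 17-24 h seeding, 75 min 37 °C dye, 30 min RT; Measured by: Fluo-8 fluorescence, 5 s baseline then 140 s kinetic read; Control set: DMSO and PEA EC100; Replication: single well for each compound.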
# The depositor's hits bear a star; . = no result given. Only part of the results is shown; the hit share may differ from the screen's.
# Below each SMILES: M1 ag, CHRM4 agonist, CHRM1 PAM, M5 antag, M5 PAM, M1 antag, TAAR1 agonist, CHRM5 agonist, M4 antag
CCN(CC)c1ccc(/C=N/NC(=S)NCc2ccco2)cc1
  -12, -2, -1, 5, -6, -7, 4, -8, 2
CC(C)(C)c1cc(NC(=O)c2cc(F)c(F)c(F)c2F)no1
  -5, 0, 1, 1, -3, -2, 12, -2, -1
O=C(NN1CCOCC1)c1ccc([N+](=O)[O-])cc1
  -4, 0, -2, 6, 4, -5, 2, -2, 2
COc1ccc(C2/C(=C(/O)c3ccc(Br)cc3)C(=O)C(=O)N2C)cc1 (stereo unspecified)
  -2, 0, 3, 6, -4, -16, 3, -1, -6
Cc1cccc(N2CCN(C(c3ccncc3)c3nnnn3C(C)(C)C)CC2)c1C (stereo unspecified)
  -6, 0, -1, 5, 2, -1, -2, 0, 6
Cc1ccc(S(=O)(=O)c2c(O)c3ccc(C(=O)O)cc3[nH]c2=O)cc1
  -4, 0, 7, 16, -3, -13, 7, -3, -7
CCOC(=O)c1c(C)oc2c1cc(NS(=O)(=O)c1ccc(C(=O)O)cc1)c1ccccc12
  -4, 4, 9, 3, 1, -13, 3, -2, -3
c1ccc(Oc2nc3ccccc3n3cccc23)cc1
  -3, -2, -1, 0, 0, 6, 16, -1, 0
CSc1sccc1/C=C(/C#N)C(=O)c1ccco1
  2, 1, 26, -2, -1, -14, 3, 0, 6
COc1ccccc1/C=N/NC(=O)c1ccc(Br)cc1
  -8, 0, 4, 4, 0, 0, 1, -3, -1
Cc1cc(=O)[nH]c(NNC(=O)c2ccc(Cl)cc2)n1
  1, 0, 4, 5, -4, -14, 2, 2, 2
CCCN(C(=O)c1ccco1)c1nnc(-c2cccc(C)c2)s1
  -4, -2, -11, 9, -7, 15, 9, -3, 9
O=C(NC1CCCc2ccccc21)c1n[nH]c(=O)c2ccccc12 (stereo unspecified)
  -5, 2, 0, 11, -8, 6, 3, -2, 9
CCN(CC(=O)Nc1c(F)cccc1F)C(=O)CCc1nc2ccccc2c(=O)[nH]1
  -2, 0, 1, -7, 10, 1, 0, -2, -1
CCOC(=O)C1(Cc2ccc(OC)cc2)CCN(C(=O)Cn2cnnn2)CC1
  -8, 2, 7, -16, 11, -6, 0, -4, -9
COc1cc(CNCCc2c[nH]c3ccccc23)ccc1OCc1ccc(F)cc1
  1, 47*, 1, 12, -4, 10, 60*, 7, 47*
COc1ccc(N2CC(NS(=O)(=O)c3ccc4ccccc4c3)CC2=O)cc1OC (stereo unspecified)
  -3, 4, 3, 7, -6, -4, 1, -1, 0
CCOC(=O)N1CCC(NC(=O)c2cnn3ccccc23)CC1
  -1, 0, 1, 3, -1, 5, 2, 1, -3
Cc1ccccc1C(=O)N1CCC(n2nccc2NC(=O)C2CC2)CC1
  -1, 1, 6, 15, -8, -10, ., -4, -6
Cn1c(SCC(=O)Nc2ccc3c(c2)OCO3)nnc1C(F)(F)F
  -7, 1, -3, 5, -3, 6, 2, -1, 5
COc1ccc(NC(=O)c2ccc(NC(=O)c3cccnc3)cc2)cc1
  -1, 7, -1, 1, -1, -14, 17, 1, -14
CSc1cccc(NC(=S)N(CCCN2CCCC2)Cc2cccs2)c1
  -7, 3, -24, 4, -9, 36*, 8, -17, 11
CC(=O)Nc1ccc(/C(C)=N/NC(=O)c2ccncc2)cc1
  -5, 0, 5, 3, 0, -4, 1, 0, 10
Cc1ccc(N/C(SCc2ccccc2C)=C(/C#N)C(=O)NCc2ccco2)cc1C
  -5, 0, -1, 4, -10, -11, 0, -4, 27*
COc1ccccc1NS(=O)(=O)c1ccc(NC(=O)Cc2cccs2)cc1
  -1, 7, 10, 2, 0, -9, 15, 6, 2
N#Cc1ccccc1NC(=O)C1SC(=Nc2ccccc2)C(C(=O)Nc2ccc(Cl)cc2)=C1N (stereo unspecified)
  -1, 4, 3, 10, 1, 6, 3, 4, 11
Cc1ccc(N(C)C(=O)c2cc(S(=O)(=O)N3CCCCC3)c[nH]2)cc1
  -2, 1, 2, 0, -6, 2, 1, 1, -10
O=C(N/C(=C/c1ccccc1)C(=O)N1CCCCC1)c1ccccc1
  -2, 6, -3, 2, -1, 10, 3, 1, 1
CN(Cc1ccccc1)C(=O)Nc1ccccc1
  -2, 1, 2, 2, 1, 7, 5, -1, -6
Cc1cccc(N(C)S(=O)(=O)c2ccc(-c3cc(C)no3)s2)c1
  -3, 4, -1, 8, -6, -7, 0, -3, 5
COc1ccccc1CN1CC(C(=O)N2CCCCO2)CCC1=O (stereo unspecified)
  -3, 0, -3, 3, 2, 5, 4, 1, 8
COCCN1C(=O)N(c2ccccc2)C(=O)C1CC(=O)Nc1cc(OC)cc(OC)c1 (stereo unspecified)
  2, 3, 25, 2, 8, -22, 7, 3, -5
CC1CCC(C(C)C)C(OCC(O)CNC(C)(C)C)C1 (stereo unspecified)
  -16, 2, -14, -11, -1, 3, -1, -10, 3
CC(c1ccccc1)C1CC(=O)N(c2ccc([N+](=O)[O-])cc2)C1=O (stereo unspecified)
  -6, 1, 7, 4, -4, -7, 0, -3, 11
CN1CCN(c2ccc(NC(=O)c3ccc(C#N)cc3F)cc2Cl)CC1
  -6, 15, -12, 14, -13, 24, 32, -9, -8
Cc1ccc(S(=O)(=O)Nc2ccc3c(c2)CCC3)cc1C
  -10, 1, -1, 5, -9, -12, 3, -3, 1
CCOC(=O)C(NC(=O)c1ccccc1)(Nc1nnc(C)s1)C(F)(F)F (stereo unspecified)
  -1, 1, 11, -2, -2, -11, 6, 1, -1
CNc1csc(C)c(C)c1=O
  -5, 2, 6, 1, -1, -7, 1, -1, 0
COC(=O)c1cc(C#N)c(NCc2ccccc2)nc1C
  -4, 0, -4, 12, -7, 0, 16, -1, 1
N#CCCN(Cc1cccnc1)C(=S)NC1CC2C=CC1C2 (stereo unspecified)
  0, 2, 2, 9, -6, -1, 1, 2, -4

# Continued, overlapping the part above by five compounds.
# Below each SMILES: M1 ag, CHRM4 agonist, CHRM1 PAM, M5 antag, M5 PAM, M1 antag, TAAR1 agonist, CHRM5 agonist, M4 antag
Cc1ccc(S(=O)(=O)Nc2ccc3c(c2)CCC3)cc1C
  -10, 1, -1, 5, -9, -12, 3, -3, 1
CCOC(=O)C(NC(=O)c1ccccc1)(Nc1nnc(C)s1)C(F)(F)F (stereo unspecified)
  -1, 1, 11, -2, -2, -11, 6, 1, -1
CNc1csc(C)c(C)c1=O
  -5, 2, 6, 1, -1, -7, 1, -1, 0
COC(=O)c1cc(C#N)c(NCc2ccccc2)nc1C
  -4, 0, -4, 12, -7, 0, 16, -1, 1
N#CCCN(Cc1cccnc1)C(=S)NC1CC2C=CC1C2 (stereo unspecified)
  0, 2, 2, 9, -6, -1, 1, 2, -4
CCOc1nc(C)ccc1-c1noc(-c2ccncc2)n1
  -5, -1, 8, -8, 0, -4, 6, -2, -3
CC1CCCCC1NC(=O)c1ccc(S(=O)(=O)NCC2CCCO2)cc1 (stereo unspecified)
  0, 3, 7, 2, 3, -2, 1, 3, -2
CCCCN1CCC(COC(=O)c2cc(Cl)c(N)c3c2OCCO3)CC1
  -7, 1, -9, 2, -6, -9, 0, -1, -2
Cc1ccc(OCC(=O)O/N=C(\N)Cc2ccc(Cl)cc2)cc1
  -4, -1, 0, 0, 4, 4, 10, -8, 4
COc1cccc(CN2CCNC(=O)C2CC(=O)N(C)Cc2cnccn2)c1OC (stereo unspecified)
  -1, 2, 5, 3, -3, -13, 1, 9, -12
N#Cc1cnc(N)c(Br)c1
  -3, 1, 0, 7, -3, 1, 0, 0, -8
C[C@H](CO)N1C[C@H](C)[C@@H](CN(C)S(=O)(=O)c2cccc(C#N)c2)OCc2cnnn2CCCC1=O
  -1, -1, 3, 4, 1, -4, 2, -1, -3
O=[N+]([O-])c1ccc(O)c(CSc2nnnn2-c2ccccc2)c1
  6, 13, -6, 21, -18, 1, 6, 5, 1
CCCCCC(=O)Nc1cccc(-c2nc3ncccc3o2)c1
  -2, 11, 21, -2, -3, -31, 11, 3, -17
CCC(=O)N1CCCc2cc(S(=O)(=O)N3CCC(N4CCCCC4)CC3)ccc21
  -3, 1, -4, 2, 0, 3, 9, -10, 0
CC1CN(CCOc2ccccc2-c2ccccc2)CC(C)O1 (stereo unspecified)
  -6, 2, 4, -4, 4, 1, 11, -1, 2
CCOC(=O)C1CCN(CC(O)COCc2ccc(Cl)cc2)CC1 (stereo unspecified)
  -6, 1, -2, 4, -2, 3, 0, -9, 2
Cc1nn(Cc2ccccc2Cl)c(Cl)c1/C=C/C(=O)OCC(=O)NC(N)=O
  -5, 1, 5, -9, -1, 0, 13, -1, 5
Cc1ccc(S(=O)(=O)N2[C@@H](c3ccc(Br)cc3)C(C(=O)O)=CC[C@H]2c2ccc(Cl)cc2)cc1
  -7, 0, 2, 1, -4, -5, 4, -1, -2
Cc1ccc(-c2nnc(CCC(=O)NCc3csc(C)n3)o2)s1
  -3, 0, 13, 3, 6, -14, 0, 3, -3
COC(=O)C(C)N1CCC(=O)c2ccccc2S1(=O)=O (stereo unspecified)
  -2, 1, 1, -1, 11, -3, 5, 0, 0
CCOC(=O)c1cnc2c([N+](=O)[O-])cnn2c1C
  -1, 1, 20, -1, 16, -17, 0, 3, 15
CCOc1ccc(NS(=O)(=O)c2ccc3[nH]cc(C(=O)NCCOC)c(=O)c3c2)cc1
  -3, 0, -2, 1, 5, 4, 4, -6, 3
CCCCN(C)C(=O)c1sc(=O)n(Cc2ccc(Cl)c(Cl)c2)c1C
  -2, 6, 11, -1, -3, -10, -2, 1, -15
CCOC(=O)c1c(NC(=O)c2cccc(N3C(=O)CCC3=O)c2)sc(C)c1C
  -3, 2, 6, 9, -7, -5, 9, -1, -7
COc1ccc(NC(=O)CN(C)C(=O)c2ccc(N3CCCC3)c([N+](=O)[O-])c2)cc1
  -3, 0, 3, 4, 2, 17, -1, 0, 3
O=C(COC(=O)c1ccc([N+](=O)[O-])o1)NC1CCCc2ccccc21 (stereo unspecified)
  -4, 2, 7, 7, 7, -5, 4, -2, -2
COc1cc(NC(=O)c2n[nH]c(=O)c3ccccc23)cc(OC)c1
  -1, 1, 6, 6, -7, -6, 1, 2, 0
CC(C)c1ccc(C(=O)Nc2ccc(S(=O)(=O)NC3=NCCCCC3)cc2)cc1
  -7, 3, -3, 2, 1, -1, -1, -2, -1
CN(C)CCP(=O)(c1ccccc1)c1ccccc1
  -14, 1, 6, -4, -1, -13, 2, -9, -7
O=C(NCc1ccccn1)c1ccc(OC2CCN(Cc3ccc(Cl)s3)CC2)cc1
  -13, 5, -28, 3, -3, 17, 3, -6, 2
Cn1cc(S(=O)(=O)Nc2ccc(F)c(Cl)c2)c(=O)n(C)c1=O
  0, 0, 17, 1, -2, -17, 1, -3, -1
NC(=O)c1cccc(-c2cnc(N)c(C(=O)c3cccnc3)n2)c1
  -3, 3, 15, -1, 8, -3, ., 3, 0
Fc1ccccc1N1CCN(C2CCCN(Cc3ccccc3C(F)(F)F)C2)CC1 (stereo unspecified)
  -8, 0, 0, 3, 1, -3, 0, -4, 9
CN(N)c1nc(C(F)(F)F)nc2ccccc12
  -5, 0, 4, 0, -4, -5, 11, -3, -2
O=C(Cc1ccc(S(=O)(=O)N2CCOCC2)s1)Nc1cc(Cl)ccc1Cl
  -6, 0, 1, 9, 9, 6, 2, -5, -2

# Screening results from PubChem BioAssay.
